Rv3671c protease = inhibits the M. tuberculosis serine protease Rv3671c | inhibition, % at 5.96 µM | 320,000 tested, 0.048% active | AID 2606; in the data active = inhibition above about 38%;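 note: extracellular domain of Rv3671c used as enzyme; 0% = enzyme with DMSO and 100% = no enzyme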
MazF activator = MazEF (E. coli) toxin RNase activation; AID 504720; 350,000 tested, 0.32% active; FAM/BHQ RNA-DNA oligo cleavage fluorescence, 5 h; activation, % at 20 µM; in the data active = activation above about 50%
Target sequence (P0AE70 whole entry, looked up): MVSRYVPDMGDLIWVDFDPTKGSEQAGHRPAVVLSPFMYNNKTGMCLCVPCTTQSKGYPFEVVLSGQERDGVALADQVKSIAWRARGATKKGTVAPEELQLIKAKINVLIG
BoNT F protease = inhibitors of Botulinum neurotoxin F light chain protease. Multiplex microsphere protease cleavage assay, flow cytometry. inhibition, % at 10 µM. 360,000 tested, 0.22% active. AID 588497; in the data active = inhibition above about 35%, passing the limit was not always enough; inconclusive = no clear call, values can overlap the other calls; note: plate controls were buffer without enzyme for full effect and enzyme alone for no effect
BoNT A protease = BoNT A light chain protease inhibition; multiplex microsphere protease substrate cleavage, flow cytometry; inhibition, % at 10 µM; 360,000 tested, 0.17% active; AID 588499; note: plate controls were buffer without enzyme for full effect and enzyme alone for no effect
PrPC TRFRET = reduces human prion protein on the cell surface. P04156. cell surface PrPC, TR-FRET read-out. inhibition, % at 13.8 µM. 370,000 tested, 0.43% active; in the data active = inhibition above about 24%; note: 0% = median of the test wells and 100% = reference compound wells
SARS 3CLpro inh = SARS-CoV 3CLpro protease inhibition; recombinant SARS-CoV 3CLpro, quenched FRET peptide cleavage; 290,000 tested, 0.14% active; inhibition, % at 6 µM; in the data active = inhibition above about 12%
Anthrax LF inh2 = inhibitors of Bacillus anthracis lethal factor protease. P15917. multiplex microsphere protease cleavage assay, LF. inhibition, % at 10 µM. 360,000 tested, 0.12% active; note: plate controls were buffer without enzyme for full effect and enzyme alone for no effect
Target sequence (P15917 whole entry, looked up): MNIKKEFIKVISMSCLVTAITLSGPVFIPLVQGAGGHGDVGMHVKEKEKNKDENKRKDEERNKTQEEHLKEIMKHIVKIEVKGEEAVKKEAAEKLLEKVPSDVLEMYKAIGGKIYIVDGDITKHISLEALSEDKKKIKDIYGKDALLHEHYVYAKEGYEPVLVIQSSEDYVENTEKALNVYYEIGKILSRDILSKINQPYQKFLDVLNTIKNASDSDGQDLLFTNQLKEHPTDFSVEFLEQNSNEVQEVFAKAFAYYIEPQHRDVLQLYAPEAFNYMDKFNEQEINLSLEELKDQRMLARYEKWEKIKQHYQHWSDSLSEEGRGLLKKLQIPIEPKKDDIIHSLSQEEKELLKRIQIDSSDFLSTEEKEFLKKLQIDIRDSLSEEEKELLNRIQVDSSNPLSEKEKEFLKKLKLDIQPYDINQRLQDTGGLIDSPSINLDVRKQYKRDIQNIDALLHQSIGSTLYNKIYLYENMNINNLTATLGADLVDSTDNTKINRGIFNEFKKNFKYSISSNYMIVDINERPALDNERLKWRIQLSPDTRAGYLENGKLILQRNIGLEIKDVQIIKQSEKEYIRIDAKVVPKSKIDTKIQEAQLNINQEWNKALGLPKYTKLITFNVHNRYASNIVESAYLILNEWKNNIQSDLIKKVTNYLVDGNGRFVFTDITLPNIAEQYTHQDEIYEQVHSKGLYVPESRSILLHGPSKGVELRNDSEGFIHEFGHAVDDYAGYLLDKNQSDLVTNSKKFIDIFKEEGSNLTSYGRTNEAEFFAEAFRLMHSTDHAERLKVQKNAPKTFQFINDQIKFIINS
CCHF vOTU inh = blocks the CCHF virus ovarian tumor domain protease; inhibition, % at 11.5 µM; CCHFV vOTU protease, Pep-AMC fluorescence; AID 651958; 370,000 tested, 0.55% active; in the data active = inhibition above about 30%; note: 0% = vehicle wells with enzyme and 100% = no enzyme wells
PriA SSB inh = inhibitors of Klebsiella pneumoniae PriA binding to SSB C-terminal tail. AlphaScreen SSBct-PriA binding, biotinylated peptide. inhibition, % at 33 µM. AID 1272365. 430,000 tested, 0.6% active; in the data active = inhibition mostly above about 37%, no sharp cut-off; inactive = mostly below about 20%;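 note: plate controls were negative control peptide for no effect and reference peptide for full effect; strong numbers were not always called active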
VHR inh abs = inhibitors of human VHR1 phosphatase (DUSP3); P51452; recombinant VHR phosphatase, pNPP absorbance; inhibition, % at 13.3 µM; 290,000 tested, 0.52% active; in the data active = inhibition above about 50%; note: some compounds called inactive have numbers as strong as hits
Target sequence (P51452 whole entry, looked up): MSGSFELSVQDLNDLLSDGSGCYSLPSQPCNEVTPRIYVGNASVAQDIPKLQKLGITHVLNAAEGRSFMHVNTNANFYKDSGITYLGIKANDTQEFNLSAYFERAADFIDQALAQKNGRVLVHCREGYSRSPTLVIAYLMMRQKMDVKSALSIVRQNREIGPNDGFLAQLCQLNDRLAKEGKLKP
* marks the source's active call; other numbers are inactive results; ? = inconclusive; nt = no result given; & = joins results of further samples. Cut-off read from the data, not from the text of the source, unless noted: active = inhibition above about 30%; inconclusive = no clear call, values can overlap the other calls; inactive = below that. Not all compounds are listed; count on the stated rates, not on these rows.

Results follow in this order: Rv3671c protease | MazF activator | BoNT F protease | BoNT A protease | PrPC TRFRET | SARS 3CLpro inh | Anthrax LF inh2 | CCHF vOTU inh | PriA SSB inh | VHR inh abs
[1] Cc1ccc(NC(=O)/C(=C\c2ccccc2)NC(=O)/C=C/c2ccccc2)cc1
 : -17 | 0 | -5 | 0.3 | 3 | 0 | -10 | -9 | 2 | 19
[2] COc1ccc(CN(Cc2cc3cccc(C)c3[nH]c2=O)C(=O)N(C)C)cc1
 : 6 | 6 | -1 | -0.2 | 1 | 4 | 2 | 0 | -7 | -12
[3] COc1ccc(OC)c(N(CC(=O)Nc2cccnc2)S(=O)(=O)c2ccc(OC)c(OC)c2)c1
 : 7 | 3 | -2 | 0.2 | -6 | -5 | 1 | 7 | -6 | 2
[4] Cc1nc2c(-c3ccc(F)cc3)c(C)nn2c(C)c1CCC(=O)Nc1ccc(F)cc1F
 : -7 | 0 | 2 | -0.5 | 4 | -4 | -4 | 19 | -5 | 0
[5] O=C(NCCCN1CCOCC1)c1cc2c(=O)[nH]c3ccccc3c2s1
 : 0 | -12 | 7 | -0.2 | -6 | -4 | 0 | -44 | -11 | 9
[6] Cc1ccc(-c2nc(C)sc2CC(=O)Nc2cccc(C)c2C)cc1
 : 10 | 0 | 1 | -0.1 | 15 | -2 | 0 | 7 | -14 | 27
[7] Cc1ccc(S(=O)(=O)N2CCN(C(=O)C(C)Cn3nc(C)c(C)c3C)CC2)cc1C (centres undefined)
 : 3 | 7 | 18 | -1.8 | 5 | -2 | 1 | -14 | -1&-5 | 15
[8] COC(=O)Cn1c2ccc(C)cc2c2nc3ccccc3nc21
 : nt | 17 | 13 | 4.8 | -4 | -2 | 6 | 6 | -15 | 2
[9] Cc1ccc(C(=O)Nc2cccc(C(=O)N/N=C/c3ccccc3F)c2)cc1
 : -52 | -1 | -19 | -3.4 | 5 | -3 | 10 | 12 | nt | 6
[10] CC(=O)Nc1ccccc1NC(=O)c1cccc2ccccc12
 : -2 | -18 | -1 | 0.2 | -3 | 2 | -1 | 21 | -8 | -13
[11] Cc1cc2nc3c(c(C(F)(F)F)n2n1)CCCC3
 : -5 | 3 | -3 | -0.8 | 1 | -1 | 0 | 5 | 15 | 21
[12] COc1ccc(CNC(=O)CC[C@H]2O[C@@H](n3ccc(=O)[nH]c3=O)[C@H](O)[C@@H]2O)cc1
 : nt | nt | -4 | -1.1 | 2 | nt | 4 | 2 | nt | nt
[13] O=S(=O)(Nc1ncccn1)c1ccc(NS(=O)(=O)c2cccc(Cl)c2Cl)cc1
 : -4 | -7 | 3 | -0.7 | 11 | -1 | -1 | 3 | -5 | 4
[14] Cc1ccc(C2CC(=O)c3cnc(N4CCN(c5ccccc5)CC4)nc3C2)cc1 (centres undefined)
 : 3 | 1 | -6 | -1.1 | 2 | 2 | -8 | 0 | -1 | 17
[15] O=C(COc1ccc(Cl)cc1Cl)Nc1ccc(-c2ccc(N3CCOCC3)nn2)cc1
 : -4 | -36 | 10 | 4.4 | -1 | nt | -2 | -1 | 6&-23 | nt
[16] O=C(/C=C/c1c(Cl)cccc1Cl)NCCCn1ccnc1
 : 2 | -9 | -14 | -0.7 | 3 | nt | -5 | -5 | 4 | nt
[17] CCn1c2ccccc2c2nnc(NN)nc21
 : -10 | 27 | -16 | 1.9 | -12 | 6 | -3 | -10 | -1 | 10
[18] CC(=O)O[C@@H]1[C@H]2CC[C@@H]3[C@]1(C[C@@H](OC(C)=O)[C@@]1(O)C([C@@H]4O[C@@H]4C1(C)C)[C@]3(C)O)C[C@@]2(C)O (some centres undefined)
 : 7 | 6 | -6 | -0.7 | -3 | -3 | 2 | -1 | 6 | -15
[19] O=C(CN(Cc1cccs1)C(=O)CCC(=O)Nc1ccccn1)NCc1ccccc1
 : 2 | -7 | -4 | 0.4 | -3 | -1 | -2 | 8 | -15 | -3
[20] O=C(O)C1=C[C@H](c2ccc3c(c2)OCO3)C[C@H](OCCCCO)O1
 : -1 | 6 | -2 | -0.5 | -1 | nt | 0 | 0 | -5 | nt

Reprinted at random: 6 records from the list.
Results follow in this order: Rv3671c protease | MazF activator | BoNT F protease | BoNT A protease | PrPC TRFRET | SARS 3CLpro inh | Anthrax LF inh2 | CCHF vOTU inh | PriA SSB inh | VHR inh abs
[14] Cc1ccc(C2CC(=O)c3cnc(N4CCN(c5ccccc5)CC4)nc3C2)cc1 (centres undefined)
 : 3 | 1 | -6 | -1.1 | 2 | 2 | -8 | 0 | -1 | 17
[15] O=C(COc1ccc(Cl)cc1Cl)Nc1ccc(-c2ccc(N3CCOCC3)nn2)cc1
 : -4 | -36 | 10 | 4.4 | -1 | nt | -2 | -1 | 6&-23 | nt
[16] O=C(/C=C/c1c(Cl)cccc1Cl)NCCCn1ccnc1
 : 2 | -9 | -14 | -0.7 | 3 | nt | -5 | -5 | 4 | nt
[13] O=S(=O)(Nc1ncccn1)c1ccc(NS(=O)(=O)c2cccc(Cl)c2Cl)cc1
 : -4 | -7 | 3 | -0.7 | 11 | -1 | -1 | 3 | -5 | 4
[20] O=C(O)C1=C[C@H](c2ccc3c(c2)OCO3)C[C@H](OCCCCO)O1
 : -1 | 6 | -2 | -0.5 | -1 | nt | 0 | 0 | -5 | nt
[17] CCn1c2ccccc2c2nnc(NN)nc21
 : -10 | 27 | -16 | 1.9 | -12 | 6 | -3 | -10 | -1 | 10

Next section
Results follow in this order: Rv3671c protease | MazF activator | BoNT F protease | BoNT A protease | PrPC TRFRET | SARS 3CLpro inh | Anthrax LF inh2 | CCHF vOTU inh | PriA SSB inh | VHR inh abs
[21] CCC/C(=N\NC(=O)C1CC1)c1ccccc1
 : -6 | 1 | -5 | -9.2 | 12 | nt | ? | 0 | nt | nt
[22] O=C(COC(=O)Cc1c(Cl)cccc1Cl)Nc1ccc(OC(F)(F)F)cc1
 : -16 | 4 | -2 | -0.1 | 5 | 1 | 1 | 11 | 3 | -1
[23] Cn1nnnc1Sc1ncnc2scc(-c3cccc(S(C)(=O)=O)c3)c12
 : 1 | -2 | 0 | 0.0 | 11 | nt | -1 | 2 | -3 | nt
[24] Nc1nnc(SCC(=O)N2CCc3ccccc32)n1-c1ccccc1
 : -7 | -1 | -1 | 1.2 | 6 | -2 | 4 | -5 | 5 | 14
[25] CCCN1CCC(=O)N([C@H](CSc2ccccc2)Cc2ccccc2)CC1
 : 15 | 1 | 10 | 0.6 | -5 | -6 | 0 | 8 | -3 | -3
[26] O=C(C=Cc1ccc2c(c1)OCO2)OCC=Cc1ccc2c(c1)OCO2
 : nt | -9 | -1 | 0.1 | 0 | nt | 3 | 8 | -3 | nt
[27] Cc1ccc(C(=O)N(c2c(C)n(C)n(-c3ccccc3)c2=O)C(C)C)cc1
 : -21 | 6 | -7 | -0.6 | nt | 1 | -1 | nt | -4 | 8
[28] C[C@]12CC[C@H](O)CC1=C([N+](=O)[O-])CC1C2CC[C@@]2(C)C1CC[C@@H]2O (some centres undefined)
 : 0 | -4 | -3 | -0.3 | 6 | nt | -4 | -5 | -5 | nt
[29] O=C1NC(=O)C(=Cc2coc3ccccc3c2=O)C(=O)N1
 : -8 | -150 | -5 | -0.5 | -6 | 0 | 0 | -13 | 8 | 15
[30] CCCCn1c(-c2nonc2N)nc2ccccc21
 : 37 | 0 | -5 | 0.0 | -1 | 2 | -2 | -4 | -6 | 16
[31] Cc1ccc(/C=C/S(=O)(=O)N2CCC(C(=O)O)CC2)cc1
 : -1 | 6 | 4 | 0.2 | -6 | 0 | -20 | 19 | -4 | 6
[32] CCCC#Cc1ccc2c(c1)COc1c3ccccc3nn1-2
 : -10 | 3 | 0 | 0.8 | -5 | nt | -3 | 2 | -1 | nt
[33] CCOC(=O)C1=CCN(S(=O)(=O)c2ccccc2C)C1c1ccc(C)cc1 (centres undefined)
 : nt | nt | -2 | -0.7 | 5 | nt | -2 | 8 | nt | nt
[34] CCN(CC)C(=O)c1[nH]cnc1C(=O)N[C@@H](C)C(=O)OC(C)(C)C
 : -3 | 5 | 1 | 0.1 | 5 | -1 | -1 | 1 | -7 | 14
[35] Cc1ccc(NCCc2ccc(C)nc2)cc1
 : 4 | -14 | 7 | -0.4 | 1 | 5 | 2 | 3 | 8 | 28
[36] Cc1cc(C)nc(-n2nc(C)cc2NC(=O)CN2CCCC2)n1
 : -4 | 9 | 1 | 0.0 | -7 | 0 | 0 | -14 | -2 | 5
[37] O=C(CSc1nnnn1C1CCCCC1)N1c2ccccc2Sc2ccccc21
 : -1 | -2 | 5 | ? | -1 | 1 | -1 | -6 | -5 | 2
[38] O=C(Oc1ccccc1)c1ccc(NC(=O)c2ccco2)cc1
 : -11 | 8 | 0 | -0.1 | 7 | 1 | -1 | 6 | -14 | -1
[39] NC(=O)c1ccccc1NC(=O)CSc1cn[nH]n1
 : -9 | 1 | -9 | 0.3 | 9 | -11 | -1 | 2 | -8 | -7
[40] CCN(CC)S(=O)(=O)c1cc(C(=O)N(C)CC(=O)Nc2ccc(Cl)cc2)ccc1Cl
 : 1 | 8 | -8 | -0.8 | 2 | -2 | -1 | 7 | -18 | -2

Brought forward from above: two compounds, followed by the next part.
Keys: A = Rv3671c protease; B = MazF activator; C = BoNT F protease; D = BoNT A protease; E = PrPC TRFRET; F = SARS 3CLpro inh; G = Anthrax LF inh2; H = CCHF vOTU inh; I = PriA SSB inh; J = VHR inh abs
[39] NC(=O)c1ccccc1NC(=O)CSc1cn[nH]n1
  A = -9 | B = 1 | C = -9 | D = 0.3 | E = 9 | F = -11 | G = -1 | H = 2 | I = -8 | J = -7

[40] CCN(CC)S(=O)(=O)c1cc(C(=O)N(C)CC(=O)Nc2ccc(Cl)cc2)ccc1Cl
  A = 1 | B = 8 | C = -8 | D = -0.8 | E = 2 | F = -2 | G = -1 | H = 7 | I = -18 | J = -2

[41] O=C(c1ccc(S(=O)(=O)N2CCCCC2)cc1)N1CCCc2ccccc21
  A = 3 | B = 1 | C = 4 | D = -0.9 | E = -5 | F = 3 | G = 3 | H = -8 | I = -8 | J = -4

[42] COCCCNC(=S)N1CCN(C(c2ccccc2)c2ccccc2)CC1
  A = nt | B = -3 | C = -3 | D = 0.7 | E = -3 | F = 1 | G = 4 | H = 23 | I = -13 | J = 8

[43] C[C@@H]1CN([C@@H](C)CO)C(=O)CCCn2nncc2CO[C@H]1CN(C)C
  A = nt | B = 5 | C = 4 | D = -0.2 | E = 1 | F = nt | G = -6 | H = -3 | I = nt | J = nt

[44] O=C(c1noc2c1CCCC2)N1CCN(Cc2ccccc2)CC1
  A = -4 | B = -5 | C = -5 | D = 0.1 | E = nt | F = -2 | G = 0 | H = nt | I = -7 | J = 15

[45] CC(C)OC(=O)Cn1nc(C(c2ccccc2)c2ccccc2)oc1=O
  A = -12 | B = 3 | C = -9 | D = 2.3 | E = 11 | F = -7 | G = -7 | H = 12 | I = -52 | J = 15

[46] Cc1ccc(CCC(=O)Nc2ccccc2F)s1
  A = -6 | B = 6 | C = 2 | D = -0.2 | E = 0 | F = -2 | G = -2 | H = -4 | I = -4 | J = 17

[47] CN1CCN(CCC(=O)Nc2ccc(Br)cc2)CC1
  A = 7 | B = 2 | C = -5 | D = -0.2 | E = 7 | F = -6 | G = -3 | H = -2 | I = -1 | J = 4

[48] CN=C1SC(CC(=O)Nc2ccc(C(C)=O)cc2)C(=O)N1C (centres undefined)
  A = 1 | B = 4 | C = -13 | D = -0.2 | E = 4 | F = 2 | G = 0 | H = -4 | I = -23 | J = nt

[49] COc1ccc(CCNC(=O)C2CCN(C(=O)c3ccccc3)CC2)cc1
  A = 7 | B = 6 | C = nt | D = nt | E = 2 | F = -4 | G = nt | H = 0 | I = 3 | J = 9

[50] C=CCNc1oc(-c2cccc3ccccc23)nc1C#N
  A = -2 | B = -3 | C = -4 | D = -0.5 | E = 5 | F = 4 | G = -4 | H = -221 | I = -5 | J = -16

[51] COc1cc(OC)cc(C(=O)NN(CCC#N)C2=NS(=O)(=O)c3ccccc32)c1
  A = -4 | B = 4 | C = -30 | D = 0.6 | E = 3 | F = -1 | G = 2 | H = 10 | I = -15 | J = 66

[52] O=C(CCCn1c(=O)[nH]c2ccccc2c1=O)Nc1ccc(F)cc1
  A = -4 | B = 2 | C = 0 | D = -0.4 | E = 7 | F = 3 | G = -4 | H = 11 | I = -6 | J = -5
